UPR CHOP act: activators of apoptotic arm of unfolded protein response (CHOP); CHO-CHOP luciferase reporter, UPR activation, luminescence; percent of tunicamycin response over DMSO baseline; AID 449763; 330,000 compounds, 0.34% hits; activation, % at 10 µM;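 active = at 10 µM dose, activation of 40% or more, normalized to positive control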;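 note: 100% = tunicamycin at 10 µg/mL and 0% = DMSO alone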
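System: CHO-CHOP luciferase reporter cell line | Buffer or medium: F12 medium containing 10% fetal bovine serum | Doses: One dose, 10 µM in 0.5% DMSO | Times: 6 h compound exposure at 37 °C after overnight seeding | Signal: Luciferase luminescence | Read-out: % activation vs tunicamycin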
UPR XBP1 act: activators of adaptive arm of unfolded protein response (XBP1) | CHO-XBP1 luciferase reporter, IRE1-XBP1 UPR activation, luminescence; percent of tunicamycin response, DMSO as zero | activation, % at 20 µM | 330,000 compounds, 0.33% hits;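 active = versus positive control, 20 µM dose yields 30% or more activation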;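 note: 100% = tunicamycin at 10 µg/mL and 0% = DMSO only wells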
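assay system = CHO-XBP1 luciferase reporter cells | amount = 1000 cells/well | buffer or medium = F12 plus 10% FBS | compound dosing = single point, 20 µM final compound, 1% DMSO | incubation = 16-18 h cell attachment at 37 °C, then 6 h compound exposure | detection = Steady-Glo luminescence read | controls = tunicamycin 10 µg/mL and vehicle-only wells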
697 NFkB inh: inhibitors of the PMA/ionomycin-induced NF-kB reporter in 697 B cells. 697 B-cell NF-kB luciferase reporter, 16 h. inhibition, % at 4 µM. 330,000 compounds, 0.33% hits; in the data active = inhibition above about 35%
APJ antag: APJ receptor antagonism | P35414 | CHO-K1 APJ beta-arrestin complementation, luminescence | inhibition, % at 20 µM | 330,000 compounds, 0.32% hits;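 active = inhibition above about 40% at 20 µM, limit read from the data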;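 note: cells challenged with 10 nM apelin-13 agonist together with compound; plate controls were apelin-13 plus DMSO wells for no effect and DMSO wells lacking apelin-13 for full effect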
Mdm2 MdmX PPI: inhibitors of human Mdm2/MdmX interaction. O15151+Q00987. SaOS-2 split-luciferase Mdm2/MdmX complementation, luminescence. inhibition, % at 8 µM. 330,000 compounds, 3% hits. AID 485346;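 active = inhibition of at least 50% at 8 µM in the primary screen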
Target sequence (O15151 whole entry, looked up): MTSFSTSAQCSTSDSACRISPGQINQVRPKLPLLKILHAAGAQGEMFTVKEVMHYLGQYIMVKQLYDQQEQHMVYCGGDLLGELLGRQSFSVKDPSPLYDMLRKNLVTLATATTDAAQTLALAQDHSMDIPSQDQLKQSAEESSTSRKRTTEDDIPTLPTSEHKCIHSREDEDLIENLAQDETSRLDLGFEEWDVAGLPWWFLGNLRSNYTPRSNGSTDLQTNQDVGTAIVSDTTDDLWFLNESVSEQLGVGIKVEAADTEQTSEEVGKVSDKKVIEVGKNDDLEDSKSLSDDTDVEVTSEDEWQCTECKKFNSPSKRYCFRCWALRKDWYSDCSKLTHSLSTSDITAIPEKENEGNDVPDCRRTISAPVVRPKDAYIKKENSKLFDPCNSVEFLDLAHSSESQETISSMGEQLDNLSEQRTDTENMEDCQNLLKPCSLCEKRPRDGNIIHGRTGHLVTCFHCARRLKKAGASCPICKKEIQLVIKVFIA
Target sequence (Q00987 whole entry, looked up): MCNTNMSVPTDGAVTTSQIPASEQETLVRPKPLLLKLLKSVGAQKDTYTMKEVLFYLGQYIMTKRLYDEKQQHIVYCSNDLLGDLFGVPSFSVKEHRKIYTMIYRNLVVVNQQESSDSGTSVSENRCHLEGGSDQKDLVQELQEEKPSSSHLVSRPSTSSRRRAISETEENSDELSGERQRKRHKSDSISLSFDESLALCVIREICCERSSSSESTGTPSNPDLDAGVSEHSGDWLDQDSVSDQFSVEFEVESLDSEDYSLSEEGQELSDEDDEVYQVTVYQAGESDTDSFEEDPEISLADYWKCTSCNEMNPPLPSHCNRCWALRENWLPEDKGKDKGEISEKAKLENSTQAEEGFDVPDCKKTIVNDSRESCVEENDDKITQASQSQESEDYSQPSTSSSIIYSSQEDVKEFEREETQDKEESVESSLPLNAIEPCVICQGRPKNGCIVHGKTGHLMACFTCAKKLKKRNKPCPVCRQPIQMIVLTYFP
Jurkat NFkB inh: inhibitors of the PMA/ionomycin-induced NF-kB reporter in Jurkat cells. PMA/ionomycin-induced NF-kB luciferase reporter, luminescence. inhibition, % at 4 µM. 330,000 compounds, 0.53% hits. AID 435003; in the data active = inhibition above about 50%
APJ ag: APJ receptor agonism. AID 2520. activation, % at 20 µM. P35414. CHO-K1 APJ PathHunter beta-arrestin, luminescence; 0% DMSO wells, 100% apelin. 330,000 compounds, 0.11% hits;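 active = activation more than six SD over the plate average, tested at 20 µM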;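 note: 0% = DMSO alone and 100% = apelin-13 at 10 nM; some results filed as inactive read as strong as hits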
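Assay system: CHO-K1 cells stably expressing ProLink-tagged human APJ and arrestin–beta-gal acceptor. Compound dosing: 20 µM single point, 1% DMSO. Times: 16-18 h seeding, 90 min dark compound exposure, 60 min detection. Detection: beta-gal luminescence. Evaluation: APJ–arrestin association signal. Controls: negative DMSO alone, positive Apelin-13 at 10 nM.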
tim23-1 inh: growth inhibitors of tim23-1 mutant yeast | S. cerevisiae tim23-1 growth, BacTiter-Glo luminescence, 24 h | 330,000 compounds, 1.3% hits | inhibition, % at 20 µM;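 active = growth inhibition of the mutant yeast at or above 50%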;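 note: temperature-sensitive mutant grown at 25 °C; plate controls were DMSO-treated mutant yeast for no effect and medium wells lacking yeast for full effect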
Starred values were filed as active, the others as inactive.

SMILES | UPR CHOP act | UPR XBP1 act | 697 NFkB inh | APJ antag | Mdm2 MdmX PPI | Jurkat NFkB inh | APJ ag | tim23-1 inh
CCCCNc1nc2c(S(=O)(=O)c3ccccc3)nnn2c2ccccc12 | 1.3 | -2 | -8 | -1 | -3 | 2 | -8 | -11
O=C(Cn1[nH]c(=O)c2ccccc2c1=O)Nc1cccc(-c2nnc3n2CCCCC3)c1 | -1.8 | 0 | 18 | 29 | 3 | -8 | 3 | 14
COc1cccc(CN(C)C(=O)C2CCN(S(=O)(=O)c3cccs3)CC2)c1OC | 0.9 | 0 | 17 | -1 | 12 | 0 | -1 | 6
O=C(CC(c1ccccc1)c1ccco1)N1CCOCC1 (stereo not drawn) | -0.1 | -6 | 23 | 6 | -18 | 17 | -2 | 5
OCn1c2ccccc2c2ccccc21 | -0.3 | 4 | 9 | -17 | -29 | 3 | -4 | 18
Cc1nn(C)c(C)c1S(=O)(=O)N(CC(=O)NCc1ccco1)c1ccc(C(C)C)cc1 | -1.2 | 1 | 3 | 15 | -1 | 3 | 0 | -2
CN(C)C(=O)CSc1nnc(-c2cccnc2)n1-c1ccccc1 | 0.6 | -4 | -1 | 19 | 18 | -4 | -4 | 15
CN(C)c1c(N)[nH]c2c(c1=O)c(=O)n(C)c(=O)n2C | 0.1 | 3 | 9 | -15 | 1 | 2 | -2 | -14
CCOC(=O)N1CCN(C(=O)CCc2ccccc2)CC1 | 1.6 | -2 | -1 | -8 | 19 | -11 | -3 | -2
Cc1cc(Cl)c2oc(C(=O)N(C)Cc3nccn3C)c(C)c2c1 | 1.7 | 1 | -5 | 9 | -10 | -9 | -2 | 30
COCCNC(=O)c1ccc2snnc2c1 | 1.9 | 0 | 2 | 13 | 19 | 7 | -4 | 15
O=C(CSc1nnc(-c2cc3ccccc3cc2O)n1Cc1ccco1)N1CCc2ccccc2C1 | -1.8 | 0 | 20 | 22 | 16 | 5 | -6 | 27
N#C/C(=C1\CCCN1)c1ccc2ccccc2n1 | -0.6 | 2 | 4 | -3 | 26 | 0 | -2 | 6
Nc1ccc(N2CCN(C(=O)c3ccco3)CC2)cc1 | 1.0 | -2 | 16 | -10 | -11 | -5 | -2 | 3
COc1cccc(NC(=O)CN(C)C(=O)c2cc3c(s2)CCCC3)c1 | 2.6 | -1 | 16 | -7 | -7 | -22 | 1 | 24
COc1ccc(CCNC2CC(=O)N(C)C2=O)cc1OC (stereo not drawn) | 1.3 | -2 | 8 | 5 | 1 | 8 | -1 | 18
CC(C)COP(=O)(c1ccc(N(C)C)cc1)C(O)c1cccnc1 (stereo not drawn) | 0.1 | -1 | -7 | -13 | -8 | 1 | 1 | -4
Cc1cc(C(=O)N2CCCC(C(=O)c3ccc(Cl)cc3C)C2)no1 (stereo not drawn) | -2.3 | -5 | -20 | 0 | 18 | 2 | -3 | 39
O=C(c1cccs1)N1CCN=C1SCc1ccccc1F | 0.2 | 2 | 7 | -3 | 19 | 7 | 1 | 13
COc1ccc(OC)c(NC(=O)C2CC2c2ccccc2)c1 (stereo not drawn) | -1.0 | -3 | -7 | -1 | 15 | -14 | -3 | 25
COc1ccc(CNS(=O)(=O)c2ccc(-c3ccc(=O)[nH]n3)o2)cc1 | 11 | -2 | -24 | 0 | 8 | 10 | 15 | 4
COc1ccccc1NS(=O)(=O)c1ccc(C)c(NC(=O)C2CCCO2)c1 (stereo not drawn) | -1.0 | -3 | 20 | 2 | 19 | -2 | -5 | 4
COc1ccc(OCC(=O)Nc2ccc3c(c2)nc(CN2CCCC2)n3C)cc1 | -0.9 | -1 | -3 | 12 | 18 | -9 | -2 | 4
O=C(NCCCN1CCCC1=O)c1ccc2c(=O)n(-c3ccccc3F)c(=S)[nH]c2c1 | 1.5 | -3 | 14 | 11 | -10 | -19 | -7 | 0
CC(OC(=O)c1nsc(Cl)c1Cl)C(=O)NCc1ccco1 (stereo not drawn) | -0.1 | -1 | -6 | -4 | 16 | -4 | -3 | 4
COc1ccc(C2C(C(C)=O)=C(O)C(=O)N2c2nc3ccccc3s2)cc1OC (stereo not drawn) | -0.4 | 4 | 6 | 14 | -7 | -12 | -4 | 2
O=C(CCC(=O)N(Cc1ccco1)C(C(=O)NC1CCCC1)c1ccncc1)Nc1cccnc1 (stereo not drawn) | -2.7 | -2 | 1 | -24 | -13 | 4 | 0 | 12
CC(=O)Nc1ccc(OC(=O)c2c(-c3ccccc3Cl)noc2C)cc1 | -1.3 | 2 | -14 | 6 | 26 | -1 | -1 | 18
OC(c1ccc2c(c1)OCO2)c1nccc2ccccc12 (stereo not drawn) | -3.8 | -3 | -10 | 9 | 11 | -14 | 2 | 1
O=C(O)CN1CCCCCC1=O | 0.8 | -2 | 5 | 1 | 10 | 11 | -2 | 0
CCOC(=O)c1nnc2c(Br)c(-c3ccccc3)nn2c1C | 2.7 | 1 | 0 | 44* | -11 | 4 | -13 | 11
CC1CCN(S(=O)(=O)c2c[nH]c(=O)[nH]c2=O)CC1 | 1.3 | 0 | -6 | 10 | 6 | 21 | -4 | 9
N#Cc1cc(Nc2c(N)nc[nH]c2=O)c([N+](=O)[O-])cc1C#N | 0.1 | -1 | 7 | -40 | 2 | 14 | 4 | 9
NC(=O)/C(=C/c1ccco1)NC(=O)/C=C/c1ccccc1 | 1.4 | 1 | 6 | 6 | 16 | -16 | -1 | 0
COc1ccc(CC(CC(=O)O)C(=O)NCc2ccccc2)cc1 (stereo not drawn) | 1.2 | 1 | 9 | -3 | -6 | 6 | -2 | 5
O=C(OCn1ncc(Br)c(Br)c1=O)c1ccccc1Cl | -11 | -8 | -29 | 28 | 99* | 21 | 0 | 73*
Cc1ccc(CN2CCN(Cc3c(C)nn(C(C)C)c3C)CC2CCO)o1 (stereo not drawn) | -1.3 | 1 | 4 | 8 | 7 | 7 | 2 | 1
COc1ccc(Nc2cc(C(=O)N3CCc4ccccc4C3)c3ccccc3n2)c(OC)c1 | 0.4 | -2 | -4 | 12 | 13 | -8 | -3 | 30
Cc1ccc(CN2C(=NC(=O)CCC(=O)O)SC3CS(=O)(=O)CC32)cc1 (stereo not drawn) | 1.9 | -1 | 6 | -8 | -10 | 2 | -4 | -5
O=C(COCc1cc(-c2cccs2)on1)NC1CCCCC1 | 1.2 | -2 | 0 | -2 | 15 | -8 | -3 | 2
O=C(c1ccco1)N1CCN(Cc2c(Cl)cccc2Cl)CC1 | 7.3 | -1 | -80 | 9 | -23 | -38 | -5 | 36
O=C(NC1CCCCC1)C(c1ccc2ncccc2c1)N(Cc1ccccc1)C(=O)c1ccc2c(c1)OCCO2 (stereo not drawn) | 1.3 | -3 | 9 | 9 | 6 | 0 | 1 | 20
CN(C)C(=O)CSc1nnc(CCN)o1 | -1.2 | 1 | 16 | 10 | 1 | 2 | -3 | 10
CCOc1ccc(N2CC(C(=O)Nc3ccc(OC)c(S(=O)(=O)N4CCCCC4)c3)CC2=O)cc1 (stereo not drawn) | -1.9 | -1 | 1 | -5 | 23 | -7 | 0 | 8
Cc1ccc2nc(COC(=O)CNC(=O)c3ccccc3)cn2c1 | 1.7 | 0 | 9 | -25 | 14 | -1 | -6 | -11

Only APJ antag and tim23-1 inh, for 5 of the compounds above:
Compound | APJ antag | tim23-1 inh
N#Cc1cc(Nc2c(N)nc[nH]c2=O)c([N+](=O)[O-])cc1C#N | -40 | 9
NC(=O)/C(=C/c1ccco1)NC(=O)/C=C/c1ccccc1 | 6 | 0
COc1ccc(CC(CC(=O)O)C(=O)NCc2ccccc2)cc1 (stereo not drawn) | -3 | 5
O=C(OCn1ncc(Br)c(Br)c1=O)c1ccccc1Cl | 28 | 73*
Cc1ccc(CN2CCN(Cc3c(C)nn(C(C)C)c3C)CC2CCO)o1 (stereo not drawn) | 8 | 1

Back to the main list with the 2 entries that preceded the break.
SMILES | UPR CHOP act | UPR XBP1 act | 697 NFkB inh | APJ antag | Mdm2 MdmX PPI | Jurkat NFkB inh | APJ ag | tim23-1 inh
CCOc1ccc(N2CC(C(=O)Nc3ccc(OC)c(S(=O)(=O)N4CCCCC4)c3)CC2=O)cc1 (stereo not drawn) | -1.9 | -1 | 1 | -5 | 23 | -7 | 0 | 8
Cc1ccc2nc(COC(=O)CNC(=O)c3ccccc3)cn2c1 | 1.7 | 0 | 9 | -25 | 14 | -1 | -6 | -11
CCc1cccc(OCC(=O)Nc2cc(Cl)ccc2-n2cncn2)c1 | -0.9 | -1 | 3 | 12 | 33 | 0 | -3 | 46
Cc1ccccc1NC(=O)CC(=O)c1ccccc1 | 2.9 | -2 | 2 | 10 | 9 | -11 | 1 | 7
COc1ccc(-c2cc(C(=O)NC3CCCC3)no2)cc1 | 6.5 | -5 | -122 | 13 | -66 | -142 | 2 | 10
CCOC(=O)c1[nH]c(C)c(/C(O)=C2\C(=O)C(=O)N(CCCn3ccnc3)C2c2ccncc2)c1C (stereo not drawn) | -0.6 | -2 | 2 | 11 | -8 | 4 | 1 | -5
COc1ccccc1NS(=O)(=O)c1cc(N)ccc1N1CCCC1 | 1.6 | -3 | 5 | -4 | 11 | -7 | -2 | 16
CC(C)CN(C(=O)COC(=O)CCc1c[nH]c2ccccc12)C1CCS(=O)(=O)C1 (stereo not drawn) | -0.7 | -2 | 2 | -5 | 17 | 17 | -3 | 1
CCOC(=O)CSc1nnc(Cc2ccccc2)n1Cc1ccco1 | -1.4 | 0 | -4 | 12 | 20 | 7 | -4 | 3
Cc1ccc(Cn2c(=N)c(S(=O)(=O)c3ccc(Br)cc3)cc3c(=O)n4ccccc4nc32)cc1 | 0.4 | -4 | 8 | -6 | 28 | 3 | -4 | -1
O=C(Oc1ccccc1)c1cccc2cccnc12 | 5.2 | 3 | 13 | -15 | 12 | 12 | 2 | 22
CCC(C)[C@H](NC(=O)N1CC(=O)Nc2ccccc21)C(=O)N1CCC(C(=O)O)CC1 (stereo partly drawn) | 0.5 | -4 | -14 | -9 | 12 | -1 | -2 | -13
COc1cc2c(C(=O)N3CCN(c4cccc(Cl)c4)CC3)cn(C)c(=O)c2cc1OC | -1.4 | 3 | -32 | -6 | 50 | 37 | -2 | 9
Cc1ccc(-c2ccccc2)n1-c1ccc(C(=O)O)cc1 | 1.6 | -1 | 1 | -20 | 1 | -15 | -1 | 20
O=C1OC(c2ccc(Cl)cc2)=N/C1=C\C=C\c1ccco1 | 1.5 | -5 | -18 | -15 | 1 | 1 | -2 | 44
O=C(N/N=C/c1ccco1)C(O)C(O)C(=O)N/N=C/c1ccco1 (stereo not drawn) | 0.6 | -7 | 16 | 11 | 23 | 8 | 0 | 0
CCC(Oc1ccccc1)C(=O)Nc1nnc(S(=O)(=O)N2CCCC2)s1 (stereo not drawn) | 1.0 | -2 | 10 | -46 | 0 | 3 | -2 | 30
CCOc1ccccc1NC(=O)C1CCN(S(=O)(=O)c2cccc3cccnc23)CC1 | 1.8 | -1 | 21 | 10 | 38 | 8 | -3 | 10
CC(C)(C)c1ccc(S(=O)(=O)N2CCC(NC(=O)c3ccco3)CC2)cc1 | 0.1 | -2 | -10 | -3 | 15 | 2 | 1 | 6
CN(CC(=O)Nc1ccccc1C(F)(F)F)C(=O)COc1ncnc2sccc12 | -1.2 | -3 | 4 | -10 | 27 | -4 | -3 | 10

High-throughput results deposited in PubChem BioAssay by Sanford-Burnham Center for Chemical Genomics.
